# LmPK inhibitor – blocks Leishmania mexicana pyruvate kinase activity; Potency, µM (titrated, usually from 57.5 µM), for the others: at the highest dose activity change, negative = inhibition, actives largely listed as inhibitors; purified LmPK, Kinase-Glo ATP luminescence, 1 h; 290,000 tested, 0.37% active; AID 1721; Q27686; also: potency is read from the fitted curve at half-maximal effect; % is scaled to controls: 0 for no effect and ±100 for the full control effect
# Target sequence (Q27686 whole entry, looked up): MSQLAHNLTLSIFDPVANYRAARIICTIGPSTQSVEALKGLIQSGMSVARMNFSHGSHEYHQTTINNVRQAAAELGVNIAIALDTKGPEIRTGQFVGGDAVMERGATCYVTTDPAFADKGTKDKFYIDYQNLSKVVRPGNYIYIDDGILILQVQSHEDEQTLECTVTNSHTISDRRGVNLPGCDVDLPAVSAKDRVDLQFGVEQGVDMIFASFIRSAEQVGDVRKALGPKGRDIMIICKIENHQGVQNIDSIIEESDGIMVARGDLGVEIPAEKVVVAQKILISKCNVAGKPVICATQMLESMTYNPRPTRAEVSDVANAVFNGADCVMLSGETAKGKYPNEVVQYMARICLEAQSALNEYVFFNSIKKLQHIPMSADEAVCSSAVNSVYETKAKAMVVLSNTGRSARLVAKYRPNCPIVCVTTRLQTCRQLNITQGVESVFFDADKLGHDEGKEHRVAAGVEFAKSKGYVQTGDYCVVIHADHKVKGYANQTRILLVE
#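 Screened at intermediate enzyme activity to detect both inhibitors and activators: LmPK at 0.1 nM, with a 0.5 nM enzyme column as activation reference. PEP 0.5 mM, ADP 0.1 mM; ATP detected by luminescence after 1 h.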
# Cycloheximide cs – counter-screen hit for Shiga toxin inhibitors, cycloheximide; cell reporter, cycloheximide protein synthesis inhibition counterscreen; max response, %; 300,000 tested, 12% active; AID 2314; in the data active = max response mostly above about 13%, no sharp cut-off; inactive = mostly below about 14%; also: read at 38.3 µM for the half of the compounds with a filed dose; 0% is about no effect
# Tb PYK inh – inhibitors of Trypanosoma brucei pyruvate kinase. Q57TT1. TbPYK enzyme, Kinase-Glo Plus ATP luminescence, 45 min. Potency, µM (top dose mostly 76.8 µM), for inactives: top-dose activity, negative = inhibition, most hits filed as inhibitors. 410,000 tested, 0.12% active; also: potency is read from the fitted curve at half-maximal effect; % is scaled to controls: 0 for no effect and ±100 for the full control effect; nearly all actives have a fitted effect of over 50% in size
#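 Activity of T. brucei pyruvate kinase was followed by Kinase-Glo Plus luminescence after the enzyme reacted 45 min at room temperature with 130 uM ADP (final) and substrate. Test compounds were added before ADP at multiple concentrations.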
# Shiga inhibitor – Shiga toxin inhibition; inhibition, % at 38.7 µM; Vero cells, Shiga toxin protein synthesis inhibition reporter; 290,000 tested, 9.2% active; in the data active = inhibition mostly above about 28%, no sharp cut-off; inactive = mostly below about 43%; also: 0% is about no effect
# Pf growth 48h – inhibits P. falciparum growth in the first generation, 48 h | P. falciparum luciferase growth in erythrocytes, 48 h | Potency, µM (titrated, usually from 28.7 µM), for inactives: at the top dose activity change, negative = inhibition, actives largely listed as inhibitors | 310,000 tested, 5.9% active; also: potency is read from the fitted curve at half-maximal effect; % is scaled to controls: 0 for no effect and ±100 for the full control effect
#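 Erythrocytes infected with P. falciparum carrying an integrated firefly luciferase reporter (2% hematocrit, 0.1% parasitemia final) were exposed to compounds in RPMI 1640 with 0.5% Albumax at 37 C, 5% CO2. Growth inhibition was scored as reduced luminescence.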
# AmpC inh no detg – AmpC beta-lactamase inhibition without detergent; P00811; Potency, µM (series often up to 57.1 µM), inactives show at the highest dose activity change, negative = inhibition, actives largely listed as inhibitors; AmpC nitrocefin hydrolysis, absorbance 480 nm, 0.0001% Triton; 330,000 tested, 0.52% active;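 also: potency is read from the fitted curve at half-maximal effect; plate controls were no compound for no effect and no enzyme for full effect; nearly all actives have a fitted effect of over 20% in size; some results filed as inactive show a strong effect at the top dose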
# Target sequence (P00811 whole entry, looked up): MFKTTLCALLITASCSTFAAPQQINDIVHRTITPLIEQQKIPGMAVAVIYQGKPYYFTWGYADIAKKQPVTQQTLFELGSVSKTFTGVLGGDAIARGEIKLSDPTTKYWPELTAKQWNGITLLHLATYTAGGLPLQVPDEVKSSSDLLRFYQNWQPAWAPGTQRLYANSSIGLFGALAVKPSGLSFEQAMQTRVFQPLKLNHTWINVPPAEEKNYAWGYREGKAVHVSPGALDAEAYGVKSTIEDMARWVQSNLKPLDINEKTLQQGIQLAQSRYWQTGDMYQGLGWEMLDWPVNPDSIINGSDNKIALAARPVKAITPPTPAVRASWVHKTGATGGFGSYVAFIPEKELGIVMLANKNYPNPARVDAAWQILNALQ
#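 AmpC (5.3 nM in the dispensed reagent) in 20 mM phosphate pH 7.0 with 0.01% (detergent screen) or 0.0001% Triton X-100 was preincubated with compounds for 15 min at room temperature. Nitrocefin was then added from an 800 uM solution, and hydrolysis was followed at 480 nm.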
# Pf growth 96h – P. falciparum growth inhibition at 96 hour, primary screen for plastid delayed-death inhibitors | P. falciparum luciferase reporter growth, 96 h | Potency, µM (top dose mostly 28.7 µM), without a hit: at the top dose activity change, negative = inhibition, usual class: inhibitors | 320,000 tested, 6.9% active | AID 504834; also: potency is read from the fitted curve at half-maximal effect; % is scaled to controls: 0 for no effect and ±100 for the full control effect
#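 Parasite growth measured via integrated firefly luciferase reporter in P. falciparum. Infected erythrocytes at 2% hematocrit, 0.05% parasitemia final were treated 96 hours at 37 C under 5% CO2, and luminescence was read.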
# Numbers without * were called inactive; ? = inconclusive; . = not tested or not shown; & = joins results of further samples; [ ] = another dose, or the depositor's remark. Unless noted, calls follow the shape of the dose curve; as a rule, active = well fitted curve in the direction sought with a large enough effect; inconclusive = small, poorly fitted or top-dose-only effect, or another doubt; inactive = no such curve, though single readings can be large; an effect the other way counts as inactive or inconclusive.
smiles	LmPK inhibitor	Cycloheximide cs	Tb PYK inh	Shiga inhibitor	Pf growth 48h	AmpC inh no detg	Pf growth 96h
CC1C/C(=C\c2cccnc2)C(=O)/C(=C/c2cccnc2)C1 (stereo not given)	-7%	-6	-8%	-13	3.7µM*	-19%	44%[activator]
CCC(C)C(NC(=O)OC(C)(C)C)C(=O)NC(C)C(N)=O (stereo not given)	1%	-1	-5%	-6	14%	-12%	14%
CCOc1ccc(CCNC(=O)Cn2nc(C)c3c(C)n(-c4ccccc4)nc3c2=O)cc1OCC	1%	1	-1%&-3%	-14	0%	-10%	?
O=C(N/N=C/c1ccc(OC(=O)c2ccco2)cc1)c1ccncc1	0%	-1	-3%	-6	-18%	-6%	3%
O=C(c1cc(S(=O)(=O)N2CCCC2)c(Cl)cc1Cl)N1CCCC1	-3%	-4	0%	-8	-1%	51%	10%
O=C(c1ccccc1)N1CCN(c2ccc(Cl)cc2)CC1	5%	12	-7%	19	?	11%	15µM*
Cn1c(=O)c(-c2ccccc2N)nc2ccccc21	0%	14	1%	37*	31%[activator]	-8%	-26%
CCNc1ccc(S(N)(=O)=O)cc1[N+](=O)[O-]	-2%	-3	-6%	-4	-12%	-40%	12µM*
Cn1nnnc1SC(C(=O)Nc1ccc(F)cc1)c1ccccc1 (stereo not given)	2%	-1	-5%	-4	-19%	-33%	1%
CCOC(=O)C1=C(N)OC2=C(C(=O)CC(C)(C)C2)C1c1cccnc1 (stereo not given)	3%	8	0%	-8	21%	-24%	-14%
COc1ccccc1N(CC1CO1)S(=O)(=O)c1ccc(C)cc1 (stereo not given)	0%	-1	2%	4	-18%	0%	77%[activator]
COc1ccc(CNC(=O)CCNS(=O)(=O)c2cc(Br)cnc2N)cc1	1%	-4	?	-10	9%	-1%	15%
O=C(C1CCCO1)N1CCN(c2ccccn2)CC1 (stereo not given)	2%	-4	1%	12	8%	-3%	45%[activator]
CC(C)CCNC(=O)c1cc2c(s1)-c1ccccc1S(=O)(=O)C2	8%	16*	-5%	15	13%	-18%	-9%
COc1ccc(N2C(=O)/C(=C/c3cc(C)n(-c4ccc(C)cn4)c3C)C(=O)NC2=S)c(OC)c1	-4%	-4	-22%	-13	-31%[1.15 µM]	-12%	17%
Cc1ccc(NC(=O)N2CCCc3ccccc32)cc1C	-1%	39*	1%	53*	100%[activator]	-21%	-39%
COc1ccc(Br)cc1S(=O)(=O)N1CCCC1	-4%	30*	?	54*	-23%	-9%	?
CSc1sc(C(=O)N2CCCCC2)c(-c2cccs2)c1C#N	11%	0	1%	3	-2%	5%	3%
CC(=O)c1c(C)[nH]c(C(=O)OCC(=O)Nc2cc(C)on2)c1C	0%	-3	2%	-6	4%	-15%	.
COc1ccc(OC)c(Nc2nc(NCc3ccco3)nc(N)c2[N+](=O)[O-])c1	2%	-1	-4%	-8	?	-13%	?
CN(CCCNC(=O)Cn1c(=O)c2cccn2c2ccccc21)Cc1ccccc1	-5%	-4	0%	-5	-9%	0%	?
CC(C(=O)NC(=O)NC1CCCCC1)N1CCN(c2ccc(O)cc2)CC1 (stereo not given)	.	.	?	.	?	-28%	17µM*
CC(=O)NC(CCS(C)(=O)=O)C(=O)Nc1c(C)cccc1C (stereo not given)	-3%	8	1%	10	18%	-16%	21%
COc1cc(OC)cc(C(=O)NNC(=O)CNC(=O)c2cccs2)c1	.	.	1%	.	3%	-40%	-18%
O=C(CN1CC(=O)Oc2ccccc21)OCC(=O)c1cccc(Br)c1	2%	18*	-3%	55	?	-34%	?
CN(C)c1ccc([C@@H]2[C@@H]([N+](=O)[O-])[C@H]3C=Cc4ccccc4N3[C@H]2C(=O)c2ccc(Cl)cc2)cc1	-13%	21*	-5%	22*	?	-57%	?
O=C(c1cccs1)N1CCC(c2nc3c(nnn3Cc3c(Cl)cccc3Cl)c(=O)[nH]2)CC1	-4%	-10	-25%	-1	5.9µM*	-16%	?
NS(=O)(=O)c1ccc(CCNC(=O)c2cc(-c3ccccn3)nc3ccc(Br)cc23)cc1	8%	-2	4%	-17	8%	-52%	?
CCC(=O)OC1(c2ccccc2)CCN(C)CC1C (stereo not given)	0%	-1	-7%&10%	-4	25%&-4%	-7%	?
O=C(Oc1ccc2c(c1)OCO2)c1ccncc1	-7%	-2	1%	34	-14%	-10%	?
O=C(Nc1ccccc1N1CCOCC1)c1cccnc1Cl	0%	3	7%	-4	-10%	-12%	2%
O=C(Nc1ccc2c(c1)CCCN2C(=O)c1ccco1)c1cc([N+](=O)[O-])ccc1Cl	.	.	-4%	.	15µM*	-46%	?
CC(=O)c1c(C)[nH]c(C(=O)OCc2ccc(F)cc2Cl)c1C	-3%	52	-1%	28	67%[activator]	-16%	?
CC(C)(CO)Nc1nc(Nc2ccccc2)nc(Nc2ccccc2)n1	5%	-1	-5%	-5	13µM*	-16%	7.4µM*
COc1cc2c(cc1OC)C(C(=O)Nc1ccc3c(c1)OCCO3)C1c3ccccc3CCN1C2=O (stereo not given)	-1%	1	-15%	14	-9%	156%[activator]	9.3µM*
O=C(CSc1nccn1-c1ccc(F)cc1)Nc1ccc2c(c1)OCO2	4%	5	0%	45	36%[activator]	-12%	?
Cc1ccc(C(=O)CN2C(=O)NC3(CCc4ccccc43)C2=O)c(C)c1 (stereo not given)	.	.	1%	.	?	20%	3%
CCOc1cccc2sc(N3CCN(C(=O)c4ccc5ncsc5c4)CC3)nc12	.	.	1%	.	?	12%	12µM*
CCN(CC)c1ccc(NC(=O)C2CC(=O)N(Cc3ccccc3)C2)cc1 (stereo not given)	-3%	16	-17%	12	-27%	47%	-17%
Cc1csc2ncnc(N3CCN(S(=O)(=O)c4cccc(C(F)(F)F)c4)CC3)c12	-6%	-2	-7%	-14	0%	34%	4%
Cc1ccccc1OCCN1C(=O)NC2(CCc3ccccc32)C1=O (stereo not given)	-1%	-2	-4%	-1	-13%	2%	2%
CCOc1ccc(Cc2nn[nH]n2)cc1	-1%	-4	-4%	-17	16%	-16%	-6%
Cc1cccc(C(=O)N[C@H](C(=O)Nc2nccs2)C(C)C)c1	-2%	-2	-1%	-14	?	-20%	-28%
Cc1ccc(Nc2nnc(SCC(=O)Nc3cc(C(=O)O)ccc3C)s2)c(C)c1	-1%	-2	-1%	22	-7%	-27%	5%
Cc1ccc(OCc2cc(C(=O)N(C)CC3CCOCC3)no2)cc1C	-5%	77*	-5%	133*	-15%	134%[activator]	?
CCOc1cccc(=NC2CCCCC2)c2c(C)[nH]c(C)c12	-6%	-2	4%	-9	2.3µM*	0%	?
CC(=O)OCC#CCSc1nc2ccccc2n1C	8%	1	4%	6	2%	-25%	-7%
CCC(C)Sc1ccc([C@H]2N[C@@](Cc3ccccc3)(C(=O)OC)[C@H]3C(=O)N(C)C(=O)[C@@H]23)cc1 (stereo not given in full)	.	.	-9%	.	1µM*	150%[activator]	?
Cc1cc(NC(=O)c2ccc([N+](=O)[O-])cc2)n(C)n1	3%	7	-5%	19	13%	-14%	5%
CCCCSCCCNC(=O)c1ccc(CS(=O)(=O)c2ccccc2OC)o1	5%	-1	-4%	26	-11%[0.00184 µM]	51%	-12%
Cc1cc(C)cc(C(=O)Nc2nc3ccccc3[nH]2)c1	-1%	35*	3%	121*	?	-39%	?
COC(=O)c1cn(Cc2cccnc2)c(=O)c2ccccc12	1%	0	1%	-2	-21%	-17%	?
Cc1cc(C(=O)Nc2c(F)cc(F)cc2Br)n(-c2ccccc2)n1	-1%	-3	-2%	-4	1%[0.00184 µM]	-11%	6%
CCC(C(=O)OCC(=O)NC(=O)c1ccccc1)c1ccccc1 (stereo not given)	.	.	10%	.	5%	-17%	23%
Cc1ccc(C(=O)COC(=O)c2ccco2)cc1C	-10%	49*	-6%	88*	6%	-29%	25%
CCOC(=O)c1c(CSc2nc(C)cc(C)c2C#N)n(C)c2cc(Br)c(OC(C)=O)cc12	-3%	-1	-6%	-10	?	-22%	?
COc1ccc(CCNC(=O)Cn2c(=O)cnc3ccccc32)cc1	10%	7	1%	-22	.	1%	-86%
Fc1ccc(C2CC(c3ccccc3)Nc3ncnn32)cc1 (stereo not given)	2%	-6	4%	-11	.	0%	26%
CCC1(c2ccccc2)NC(=O)N(CC(=O)N(C)CC(=O)Nc2cccc(OC)c2)C1=O (stereo not given)	.	.	2%	.	9%	3%	-11%
CN(C)S(=O)(=O)c1ccc(NC(=O)c2ccc([N+](=O)[O-])cc2)cc1	-1%	5	-4%	-9	-27%	-21%	7%

# Reprinted at random: 5 entries already listed
smiles	LmPK inhibitor	Cycloheximide cs	Tb PYK inh	Shiga inhibitor	Pf growth 48h	AmpC inh no detg	Pf growth 96h
CC(=O)c1c(C)[nH]c(C(=O)OCC(=O)Nc2cc(C)on2)c1C	0%	-3	2%	-6	4%	-15%	.
CC(=O)OCC#CCSc1nc2ccccc2n1C	8%	1	4%	6	2%	-25%	-7%
CCOC(=O)c1c(CSc2nc(C)cc(C)c2C#N)n(C)c2cc(Br)c(OC(C)=O)cc12	-3%	-1	-6%	-10	?	-22%	?
Cc1cc(C(=O)Nc2c(F)cc(F)cc2Br)n(-c2ccccc2)n1	-1%	-3	-2%	-4	1%[0.00184 µM]	-11%	6%
O=C(Nc1ccccc1N1CCOCC1)c1cccnc1Cl	0%	3	7%	-4	-10%	-12%	2%

# (cont.)
smiles	LmPK inhibitor	Cycloheximide cs	Tb PYK inh	Shiga inhibitor	Pf growth 48h	AmpC inh no detg	Pf growth 96h
CCOC(=O)c1c(NC(=O)CN2C(=O)NC3(CCC(C)CC3)C2=O)sc(C)c1-c1ccc(C)cc1 (stereo not given)	-3%	1	-18%	4	7%	-24%	-3%
C/C(=N\NC(=O)C(O)c1ccccc1)c1ccc(Br)s1 (stereo not given)	1%	15	-4%	3	-12%	-19%	-3%
O=C(Nc1ccc(-n2cnnn2)cc1)c1cccc(S(=O)(=O)N2CCCC2)c1	.	.	-5%	.	?	-18%	?
COCCC(=O)N1CCC(Oc2ccc(C(=O)N3CCCCC3CCO)cc2)CC1 (stereo not given)	1%	17	-4%	11	-21%	77%[activator]	4.7µM*
COc1cccc(CNC(=O)CCC2CCCN(Cc3cc4ccccc4o3)C2)c1 (stereo not given)	1%	6	-5%	-10	?	85%[activator]	?
CC1CCN(S(=O)(=O)c2ccc3nc(-c4ccccn4)cc(C(=O)NCCN(C)Cc4ccccc4)c3c2)CC1	0%	-1	-2%	4	-15%	-22%	36%[5.75 µM]
Cc1ccc(OCC(=O)Oc2ccc(C(C)C)cc2)cc1	-14%	-2	2%	3	43%[activator]	-22%	62%[activator]

# Source: PubChem BioAssay (National Center for Advancing Translational Sciences (NCATS))
